CF NFkB block: inhibitors of PAF-induced NF-kB signaling, primary screen, cell-based, GFP fluorescence, uHTS; KKLEB NF-kB-GFP reporter, GFP fluorescence overnight; inhibition, % at 5 µM; hit rate 0.86% among 360,000; AID 588850, 2011;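 active means at least 50% inhibition at 5 µM, scaled per plate between neutral and stimulator controls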;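 further: PAF is a Pseudomonas aeruginosa culture filtrate used as stimulus; plate controls were PAF-stimulated DMSO wells for no effect and unstimulated DMSO wells for full effect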
NCOA3 inh: SRC3 coactivator transcriptional activity inhibitors, primary screen, cell-based, luminescence. HEK293 GAL4-SRC3 luciferase reporter. inhibition, % at 3.6 µM. hit rate 0.17% among 360,000. AID 588352, 2011;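 active means inhibition above a per-campaign cutoff, the mean of all compounds plus 3 SD, cut at about 60% in these data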;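 further: 0% = DMSO-treated cells and 100% = gossypol-treated cells at 36 µM; higher means less SRC3-driven luciferase light from the GAL4 reporter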
Target sequence (Q9Y6Q9 whole entry, looked up, the tested form may be a part): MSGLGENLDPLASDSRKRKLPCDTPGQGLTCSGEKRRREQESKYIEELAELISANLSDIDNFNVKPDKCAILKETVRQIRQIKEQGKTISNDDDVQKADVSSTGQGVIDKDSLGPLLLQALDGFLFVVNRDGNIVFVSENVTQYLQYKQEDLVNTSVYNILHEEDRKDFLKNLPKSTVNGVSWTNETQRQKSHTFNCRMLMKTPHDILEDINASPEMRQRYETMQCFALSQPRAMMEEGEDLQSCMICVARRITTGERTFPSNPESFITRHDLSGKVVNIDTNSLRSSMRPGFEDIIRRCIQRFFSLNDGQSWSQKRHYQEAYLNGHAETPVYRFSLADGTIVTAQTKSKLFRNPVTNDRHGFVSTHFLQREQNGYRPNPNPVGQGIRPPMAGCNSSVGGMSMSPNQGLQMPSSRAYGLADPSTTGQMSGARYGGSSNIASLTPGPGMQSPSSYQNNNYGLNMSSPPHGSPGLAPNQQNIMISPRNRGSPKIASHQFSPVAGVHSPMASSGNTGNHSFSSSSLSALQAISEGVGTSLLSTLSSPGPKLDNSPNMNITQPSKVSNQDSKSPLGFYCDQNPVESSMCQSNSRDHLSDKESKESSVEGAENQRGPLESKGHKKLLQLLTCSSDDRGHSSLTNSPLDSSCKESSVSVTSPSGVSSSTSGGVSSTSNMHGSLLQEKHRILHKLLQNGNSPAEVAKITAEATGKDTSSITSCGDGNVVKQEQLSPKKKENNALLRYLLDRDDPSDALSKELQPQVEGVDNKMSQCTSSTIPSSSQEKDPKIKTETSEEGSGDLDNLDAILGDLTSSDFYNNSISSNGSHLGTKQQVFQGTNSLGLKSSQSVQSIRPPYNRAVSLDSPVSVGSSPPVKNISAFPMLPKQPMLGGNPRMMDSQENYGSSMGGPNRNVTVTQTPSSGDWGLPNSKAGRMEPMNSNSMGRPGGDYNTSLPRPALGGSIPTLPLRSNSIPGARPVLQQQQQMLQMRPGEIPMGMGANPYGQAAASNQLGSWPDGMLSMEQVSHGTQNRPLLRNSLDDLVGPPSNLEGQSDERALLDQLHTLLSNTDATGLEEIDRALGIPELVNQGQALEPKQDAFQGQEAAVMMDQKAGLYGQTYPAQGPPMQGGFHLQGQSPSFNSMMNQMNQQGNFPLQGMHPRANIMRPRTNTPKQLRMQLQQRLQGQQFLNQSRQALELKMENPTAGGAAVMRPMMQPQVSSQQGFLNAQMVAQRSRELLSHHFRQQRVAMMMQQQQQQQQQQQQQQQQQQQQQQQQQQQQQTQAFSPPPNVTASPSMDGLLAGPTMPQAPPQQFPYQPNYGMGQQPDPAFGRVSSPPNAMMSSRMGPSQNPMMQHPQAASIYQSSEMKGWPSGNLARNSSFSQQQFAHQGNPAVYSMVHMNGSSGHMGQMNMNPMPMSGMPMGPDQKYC
NR5A2 inv ag: LRH-1 (NR5A2) inverse agonists, primary screen, cell-based, luminescence, HEK293T, StAR-luciferase reporter; hit rate 0.13% among 360,000; Nuclear receptor subfamily 5 group A member 2 (Homo sapiens), O00482; AID 602396, 2012; inhibition, % at 3.6 µM; LRH-1 transfected, 24 h;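 active means inhibition above the mean inhibition of all tested compounds plus 3 SD, cut at about 73% in these data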;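 further: 0% = DMSO wells and 100% = reporter-only cells lacking LRH-1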
TWEAK Fn14 block: inhibitors of TWEAK-Fn14 signaling, primary screen, luciferase reporter cells, uHTS. TWEAK-stimulated Fn14 reporter cells, luciferase luminescence, 8 h. hit rate 2% among 360,000. AID 1159606, 2016. inhibition, % at 10 µM; in the data active means inhibition above about 50%
TROY NFkB inh: inhibitors of TROY-driven NF-kB signaling, primary screen, Q293 LMP1-TROYcd cells, NF-kB luciferase, uHTS | Q293 LMP1-TROYcd NF-kB luciferase reporter, 4 h | inhibition, % at 10 µM | hit rate 0.98% among 360,000 | AID 1347056, 2019;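 active means compounds whose plate-normalised and pattern-corrected inhibition of the luciferase reporter signal at the single screening dose is 50% or more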
NCOA2 inhibitor: inhibition of GAL4-SRC2 driven luciferase reporter, primary screen, SRC2 inhibitor project, cell-based, luminescence; Nuclear receptor coactivator 2 (Homo sapiens), Q15596; HEK293 GAL4-SRC2 luciferase reporter; inhibition, % at 9 µM; hit rate 0.17% among 370,000; AID 651957, 2012;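 active means inhibition above the mean inhibition of all tested compounds plus 3 SD, set per campaign, cut at about 52% in these data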;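 further: 0% = DMSO treated cells and 100% = cells given Gossypol at 36 µM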
EBV LMP1 NFkB: EBV LMP1-driven NF-kappaB luciferase reporter inhibitors, primary screen, cell-based, luminescence, single point. AID 504558, 2011. LMP1-induced NF-kappaB luciferase reporter cells. inhibition, % at 12.5 µM. hit rate 0.69% among 350,000; in the data active means inhibition above about 41%;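 further: 0% = neutral control wells and 100% = reference inhibitor control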
KKLEB cytotox: cytotoxicity in KKLEB CF airway cells, primary screen, cytotoxicity control for CF NF-kB inhibitor project, cell-based, uHTS, fluorescence assay plates. AID 602141, 2011. activity change (cytotoxicity), % at 5 µM. hit rate 0.36% among 360,000. KKLEB CF airway cells viability, ATPlite luminescence, overnight; hits give low values; cells stimulated with P. aeruginosa culture filtrate;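 active means corrected activity change at or below -50% at 5 µM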
COUP-TFII inh: NR2F2 transcriptional activity inhibitors, primary screen, cell-based, luciferase reporter, HEK293T, luminescence. inhibition, % at 8.6 µM. hit rate 0.7% among 370,000. HEK293T NGFI-A luciferase reporter;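 active means inhibition above a per-plate cutoff, mean inhibition of test wells between control levels plus 3 SD, cut at about 38% in these data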;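 further: cells cotransfected with COUP-TFII expression vector driving the NGFI-A reporter; 0% = median of COUP-TF2 test wells and 100% = reporter-only cells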
SRC1 inh: SRC1 coactivator transcriptional activity inhibitors, primary screen, cell-based, luminescence; Nuclear receptor coactivator 1 (Homo sapiens), Q15788; HEK293 GAL4-SRC1 luciferase reporter; inhibition, % at 3.6 µM; hit rate 0.12% among 360,000; AID 588354, 2011;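 active means inhibition above the campaign mean plus 3 SD, with each screening campaign given its own cutoff, cut at about 60% in these data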;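 further: 0% = DMSO treated cells and 100% = gossypol at 36 µM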
C8 TRAIL sens: viability loss with TRAIL in NB7+C8 cells, primary screen, TRAIL sensitizer project, cell-based, ATPlite luminescence; hit rate 1% among 360,000; inhibition (viability loss, TRAIL sensitization), % at 10 µM;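 active means compounds causing at least 50% loss of cell viability in the single-dose screen, relative to plate controls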
* = called active by the depositor; / = no result given.

SMILES | CF NFkB block | NCOA3 inh | NR5A2 inv ag | TWEAK Fn14 block | TROY NFkB inh | NCOA2 inhibitor | EBV LMP1 NFkB | KKLEB cytotox | COUP-TFII inh | SRC1 inh | C8 TRAIL sens
O=C(O)CC(NC(=O)C12CC3CC(CC(C3)C1)C2)c1ccc(OC2CCCC2)cc1 (stereo not drawn) | -6 | -7 | -19 | 4 | -7 | -14 | -3 | 4 | 27 | -2 | 2
Cc1cccc(OCc2nnc(SCC(=O)N(C(C)C)C(C)C)n2Cc2ccco2)c1C | 6 | -4 | -3 | -7 | 1 | 8 | -6 | 4 | 12 | 9 | 15
CC(C)(C)OC(=O)N[C@H]1C=C[C@H](OC(=O)CC(=O)OCC(F)(F)F)C1 | 6 | 1 | 13 | 14 | -26 | -4 | 9 | -1 | 22 | -16 | -2
CCN(CC)S(=O)(=O)c1ccc(/C=C/C(=O)Nc2ccc(N3CCOCC3)cc2)cc1 | 6 | 22 | 17 | 23 | 13 | 20 | -15 | -6 | 13 | -13 | 12
CCN1C(=O)[C@H]2[C@@H](c3ccc(-c4ccc(F)cc4)cc3)N[C@@](C)(C(=O)OC)[C@H]2C1=O | -18 | 1 | 14 | -22 | 11 | 1 | -2 | 2 | -6 | -37 | 17
Cc1ccc(S(=O)(=O)N2CCN(C(=O)c3ccccc3)C2)cc1[N+](=O)[O-] | 10 | 11 | 11 | -16 | 4 | 8 | -2 | 12 | -8 | -9 | 2
O=C(NCc1n[nH]c(=S)n1-c1ccccc1)c1ccco1 | 14 | -3 | 11 | 13 | 8 | -8 | -7 | -7 | 2 | -1 | 0
Nc1ccccc1-c1nc2ccccc2s1 | 2 | -68 | -65 | -14 | -53 | -53 | -42 | 3 | -44 | -61 | -24
O=C(Nc1nnc(COc2ccc(Cl)cc2)s1)C1CCCO1 (stereo not drawn) | 1 | -18 | -4 | -36 | -27 | 12 | -4 | -1 | -1 | -2 | 0
O=C(O)c1cccc(NC(=S)NC(=O)c2cncc(Br)c2)c1 | 14 | -36 | -18 | 13 | -63 | -24 | -2 | -8 | 15 | -34 | -4
COc1ccc(CCNC(=O)C2CCCN2S(=O)(=O)c2cccc3nsnc23)cc1OC (stereo not drawn) | 4 | 9 | 8 | -14 | -8 | 4 | -6 | -8 | 7 | -5 | 17
COc1ccc(C(=O)c2c3ccccc3[n+]([O-])n2CCC(N)=O)cc1 | -13 | -17 | -45 | -11 | -37 | -20 | -6 | -8 | -8 | -14 | -11
CS(=O)(=O)c1ccc(-c2cccc(NC(=O)c3ccco3)c2)nn1 | -16 | 9 | 2 | -22 | -2 | -38 | -5 | 2 | 2 | 11 | 11
COc1ccc(Cl)cc1NC(=O)CN(C1CCCCC1)S(C)(=O)=O | 0 | 10 | 12 | 12 | -3 | -2 | -11 | 3 | -5 | -7 | 5
O=C(CSc1ncccn1)NCc1ccc(F)cc1 | -2 | -41 | -26 | -4 | -22 | 20 | -5 | 5 | -22 | -15 | 0
O=C(CSc1nnc(-c2ccncc2)n1Cc1ccco1)Nc1ccccc1F | -3 | 2 | 4 | 8 | 8 | 8 | 5 | 4 | 5 | -16 | -7
CCCN(CC(=O)Nc1cccc(Br)c1)CC(=O)Nc1ccc(F)c(F)c1F | 33 | 0 | 30 | 2 | 20 | -2 | 3 | -18 | 10 | 10 | 4
Cc1cc(C)cc(C(=O)OCC(=O)NCc2cccs2)c1 | 10 | 17 | 16 | 8 | 4 | 8 | -13 | -13 | 0 | 7 | 14
CCCCCSc1nnc(-c2cc(Br)ccc2N)c(=O)[nH]1 | -2 | -2 | 19 | -11 | 0 | -1 | 9 | -2 | -7 | 3 | -9
Cc1c(NC(=O)CN2C(=O)C(=O)c3ccccc32)c(=O)n(-c2ccccc2)n1C | 11 | -15 | -2 | -12 | -6 | -5 | 0 | 4 | -16 | -23 | -17
O=C1CN(C(=O)c2cc(Br)c(Br)s2)c2ccccc2N1 | 17 | -4 | -25 | 16 | -16 | -1 | 6 | -7 | 6 | -1 | 3
O=c1[nH]c2ccccc2n1Cc1ccc(F)cc1 | 2 | 5 | 2 | 18 | -4 | 2 | 6 | 2 | 5 | 9 | -11
COc1cc(C(=O)N2c3ccccc3CC2C)cc(OC)c1OC (stereo not drawn) | 6 | 14 | 11 | 26 | 21 | -21 | -6 | -5 | -11 | 1 | 10
O=C1[C@@H]2C(c3ccc(F)cc3)=NO[C@@H]2C(=O)N1Cc1ccccc1 | -8 | 4 | 7 | 9 | 0 | -5 | / | 1 | 16 | -12 | 11
O=C1/C(=C/c2cccs2)Sc2ccccc21 | -37 | -22 | -8 | 9 | -45 | 2 | -73 | -3 | -25 | -28 | 0
COC(=O)C1=C(C)N(c2ccccc2)C(=S)NC1c1ccccc1C(F)(F)F (stereo not drawn) | 20 | 4 | -6 | -2 | -2 | -2 | -2 | -13 | 14 | 2 | 0
O=C(c1cccnc1)N1CCC(Oc2ccc(C(=O)N3CCCC(O)C3)cc2)CC1 (stereo not drawn) | 0 | 24 | 10 | 6 | -4 | 25 | -11 | 1 | 4 | -5 | -2
COc1ccc(/C=N/n2c(=O)[nH]c3c([nH]c4ccc(C)cc43)c2=O)cc1CN1CCOCC1 | -3 | 5 | -1 | -6 | -7 | / | 2 | -7 | / | -5 | -8
O=C1CCN(Cc2ccccc2)C=C1c1cccc(O)c1 | -4 | -1 | 1 | 16 | -9 | 7 | 4 | 12 | -5 | -10 | 4
CCOC(=O)C1CCCN(C(=O)COc2ccc(C(=O)c3ccccc3)cc2)C1 (stereo not drawn) | -2 | -18 | 7 | -6 | -3 | 13 | -12 | 3 | 6 | 6 | -21
COc1ccc2nc3n(c(=O)c2c1)-c1ncccc1C(=O)NC3C (stereo not drawn) | 29 | 6 | -4 | -9 | -6 | 6 | 4 | -16 | 1 | -9 | 0
CCc1nc2c(c(=O)c3ccccc3n2C)c(=O)n1C1CCCCCC1 | 21 | 6 | 10 | -17 | 1 | -1 | 6 | 1 | 5 | 8 | 1
O=C1CSC(c2ccc(F)cc2)N1c1ccccc1F (stereo not drawn) | -16 | -30 | -21 | 14 | -6 | -3 | -1 | 7 | 20 | -7 | -8
COc1cc(NC(=O)c2cc(Br)cc(C)c2OC)ccc1NC(=O)C(C)C | -7 | 21 | 20 | -9 | -4 | 3 | -5 | -2 | 5 | 5 | -5
O=C1NC2(CCCCC2)C(=O)N1/N=C/c1ccc(O)cc1O | -3 | -14 | 12 | -18 | -24 | -26 | 13 | -3 | 10 | -24 | 8
CCCc1nc2c(Cl)cc(C(F)(F)F)cn2c1Cc1ccc(OC)cc1C | / | / | 34 | 4 | -10 | 7 | / | / | 6 | / | -4
Cc1nc2nc(SCc3nc4ccccc4[nH]3)[nH]c2cc1Br | -8 | 2 | 14 | -7 | 17 | -8 | / | -7 | -19 | -7 | 9
CC(C)(C)c1nc(N)nc(=O)[nH]1 | -8 | 17 | 13 | -9 | -11 | 1 | 4 | 7 | 5 | -2 | 19
N#CCNC1CC(=O)N(c2ccc(F)cc2)C1=O (stereo not drawn) | -10 | -2 | 7 | 0 | 2 | -9 | -11 | -11 | -10 | -4 | 3
Cc1ccc(C(=O)COc2cc(C)nc3nncn23)cc1 | 5 | -2 | 2 | 2 | 29 | 10 | 3 | -5 | -6 | 12 | 8

Entries shown so far with a tert-butyl group, in the order listed:
SMILES | CF NFkB block | NCOA3 inh | NR5A2 inv ag | TWEAK Fn14 block | TROY NFkB inh | NCOA2 inhibitor | EBV LMP1 NFkB | KKLEB cytotox | COUP-TFII inh | SRC1 inh | C8 TRAIL sens
CC(C)(C)OC(=O)N[C@H]1C=C[C@H](OC(=O)CC(=O)OCC(F)(F)F)C1 | 6 | 1 | 13 | 14 | -26 | -4 | 9 | -1 | 22 | -16 | -2
CC(C)(C)c1nc(N)nc(=O)[nH]1 | -8 | 17 | 13 | -9 | -11 | 1 | 4 | 7 | 5 | -2 | 19

Next section
SMILES | CF NFkB block | NCOA3 inh | NR5A2 inv ag | TWEAK Fn14 block | TROY NFkB inh | NCOA2 inhibitor | EBV LMP1 NFkB | KKLEB cytotox | COUP-TFII inh | SRC1 inh | C8 TRAIL sens
O=C1CCCCCCC(=O)[C@H](O)C[C@H](c2ccccc2)O1 | / | / | -7 | -5 | 7 | -11 | / | / | -12 | / | 7
COc1ccc(CN(C)CC(=O)Nc2cccc(S(=O)(=O)N(C)c3ccccc3)c2)c(OC)c1 | 24 | 12 | -14 | -2 | 25 | -20 | -5 | -10 | 10 | -4 | 4
CCOCCn1c(CN2CCOCC2)nc2c1c(=O)[nH]c(=O)n2C | 2 | 0 | -4 | 10 | -12 | -10 | -8 | 14 | -5 | 12 | -6
O=C(c1ccco1)N1CCN=C1SCc1c(F)cccc1Cl | 14 | 5 | -3 | 0 | -14 | -13 | -5 | -15 | -17 | -1 | -10
CCC1(c2ccc(F)cc2)NC(=O)N(CC(=O)NCc2ccccc2Cl)C1=O (stereo not drawn) | 4 | 1 | -3 | 0 | 6 | -19 | -5 | -7 | 1 | -8 | 6
O=C(COc1ccc(Cl)cc1)NNC(=O)c1ccccn1 | 7 | 3 | 9 | -1 | -12 | 14 | 13 | -5 | 8 | -12 | 10
COc1cccc(C(=O)Nc2ccc3c(c2)C(=O)N(CC2CCCO2)C3=O)c1 (stereo not drawn) | 26 | -16 | -33 | -25 | -11 | -33 | 1 | -15 | 0 | -41 | 8
CCCC(C(=O)NCc1ccco1)N(Cc1ccco1)C(=O)CNS(=O)(=O)c1ccccc1 (stereo not drawn) | 13 | -16 | -7 | 1 | 7 | 14 | -5 | -20 | 9 | -6 | -5
O=C1CCC(=O)N1CC(=O)N1c2ccccc2Sc2ccccc21 | 3 | 12 | -15 | -9 | 11 | 4 | 1 | -14 | 10 | -20 | -9
C[C@H]1COc2cc(N3CCC[C@@H]3CO)ccc2S(=O)(=O)N1 | / | / | -4 | 11 | -9 | -11 | / | / | -4 | / | -5
Cc1cccc(N2CCN(C(=O)CCNS(=O)(=O)c3ccc4c(c3)oc(=O)n4C)CC2)c1C | 5 | 10 | -31 | 4 | -7 | -2 | 4 | 10 | 4 | 11 | -1
COc1cc(C(=O)OCc2cc(=O)oc3c(C)c(C)ccc23)ccc1OC(F)F | 2 | -19 | -12 | -23 | 0 | -6 | 7 | 11 | 0 | 13 | 6
CCc1ccc[n+](-c2nc3ccccc3nc2C(=C=[N-])C#N)c1 | 14 | -4 | 7 | 30 | 10 | 2 | -4 | 0 | 0 | -3 | 29
COc1ccc(C(C)=O)cc1CN1C(=O)C(C)ON=C1c1ccccn1 (stereo not drawn) | -11 | -21 | -14 | 7 | 3 | 3 | / | 9 | -12 | 2 | 0
CCCn1nnnc1NCc1ccc(SC)cc1 | -7 | -7 | 2 | 4 | 6 | -27 | 2 | 3 | 5 | 1 | -10

Source: PubChem BioAssay

This is a random part of the collection; overall some 4.2% were active at least once.
